KDM5B inh = KDM5B demethylase inhibition. Q9UGL1. KDM5B demethylase, FDH-coupled NADH fluorescence (FDH is formaldehyde dehydrogenase). Potency, µM (top dose mostly 57.7 µM), without a hit: at the top dose activity change, negative = inhibition, most hits filed as inhibitors. 2.6% of 220,000 active. AID 1347165; active = well fitted inhibition curve with a large enough effect; inconclusive = small, poorly fitted or top-dose-only effect; inactive = no such curve, though single readings can be large or run the other way; also: 0% is about no effect; nearly all actives have a fitted effect of over 70% in size
Target sequence (Q9UGL1 whole entry, looked up): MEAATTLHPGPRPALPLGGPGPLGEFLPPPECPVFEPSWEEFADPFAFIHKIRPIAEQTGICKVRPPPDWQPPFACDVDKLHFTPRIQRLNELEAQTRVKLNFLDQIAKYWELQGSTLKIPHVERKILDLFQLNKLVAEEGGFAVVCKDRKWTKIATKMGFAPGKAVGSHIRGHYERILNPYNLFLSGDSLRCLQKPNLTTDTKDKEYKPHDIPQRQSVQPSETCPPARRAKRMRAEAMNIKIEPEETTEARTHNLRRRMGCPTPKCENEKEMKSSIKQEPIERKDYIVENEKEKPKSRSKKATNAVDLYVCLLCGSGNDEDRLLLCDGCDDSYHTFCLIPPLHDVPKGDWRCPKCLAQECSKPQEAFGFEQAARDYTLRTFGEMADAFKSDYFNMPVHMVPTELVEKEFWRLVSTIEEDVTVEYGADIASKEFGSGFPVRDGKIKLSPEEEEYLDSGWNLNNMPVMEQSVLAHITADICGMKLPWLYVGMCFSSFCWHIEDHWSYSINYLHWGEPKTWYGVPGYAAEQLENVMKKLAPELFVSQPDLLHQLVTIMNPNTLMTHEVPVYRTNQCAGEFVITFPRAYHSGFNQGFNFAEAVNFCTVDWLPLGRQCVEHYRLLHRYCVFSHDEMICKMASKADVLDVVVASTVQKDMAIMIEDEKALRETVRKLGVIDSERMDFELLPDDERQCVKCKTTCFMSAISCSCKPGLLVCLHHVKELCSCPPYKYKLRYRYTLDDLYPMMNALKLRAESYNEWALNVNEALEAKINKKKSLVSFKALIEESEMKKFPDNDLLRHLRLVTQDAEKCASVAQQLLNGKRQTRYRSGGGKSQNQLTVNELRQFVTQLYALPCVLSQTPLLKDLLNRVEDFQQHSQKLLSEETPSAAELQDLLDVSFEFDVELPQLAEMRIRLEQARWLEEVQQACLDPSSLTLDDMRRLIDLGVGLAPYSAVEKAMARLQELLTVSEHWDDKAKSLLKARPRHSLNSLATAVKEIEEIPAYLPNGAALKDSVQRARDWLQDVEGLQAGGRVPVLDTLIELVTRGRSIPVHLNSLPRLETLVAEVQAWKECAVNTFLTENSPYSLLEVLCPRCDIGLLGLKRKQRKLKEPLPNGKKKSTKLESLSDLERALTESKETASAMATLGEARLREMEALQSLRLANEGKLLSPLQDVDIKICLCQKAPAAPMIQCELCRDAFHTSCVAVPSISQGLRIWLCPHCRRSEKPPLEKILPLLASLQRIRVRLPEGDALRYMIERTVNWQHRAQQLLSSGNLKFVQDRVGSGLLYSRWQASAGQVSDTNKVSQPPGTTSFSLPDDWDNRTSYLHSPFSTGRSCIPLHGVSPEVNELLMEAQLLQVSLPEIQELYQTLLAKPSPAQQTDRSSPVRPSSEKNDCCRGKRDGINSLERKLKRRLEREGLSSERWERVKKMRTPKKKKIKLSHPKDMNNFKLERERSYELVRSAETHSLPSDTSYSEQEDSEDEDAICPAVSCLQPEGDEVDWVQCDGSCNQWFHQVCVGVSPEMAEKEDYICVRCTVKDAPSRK
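KDM5BΔAP (200 nM final) in 50 mM HEPES pH 7.5, 0.01% Tween-20 was preincubated 10 min at RT with compound over a concentration range. Substrate mix (H3K4me3 12.5 µM, α-KG 25 µM, Fe²⁺, ascorbate, NAD⁺, FDH) was added, and NADH fluorescence change over 30 min gave dose-response curves.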
The depositor's hits bear a star; i = inactive; ? = inconclusive; [ ] = another dose, or the depositor's remark. Potency is read from the fitted curve at half-maximal effect. This is a subset; rates above refer to the full screens.

#	SMILES	KDM5B inh
1	O=C(CCC(=O)c1ccc2c(c1)CCCC2)OCc1ccccc1[N+](=O)[O-]	20.1%
2	O=C1c2c(nc(COc3ccc4c(c3)OCO4)n2Cc2ccccc2)NCCN1Cc1ccccc1	?
3	COc1ccccc1CNS(=O)(=O)c1cnc(N)nc1	-9.8%
4	COc1cccc(C2=CC(c3cc(Br)ccc3F)n3nnnc3N2)c1 (stereo not drawn)	?
5	CCN1CCN(C(=O)C2Cn3cccc3C(=O)N2C)CC1 (stereo not drawn)	2.5%
6	COc1cc(C)c2c(c1C)C[C@H]([C@H](C)C(=O)O)CC2	-21.8%[115 µM]
7	CC1CCc2sc(N)c(C#N)c2C1 (stereo not drawn)	-2.4%
8	O=C(C1CCCN(Cc2cccc(Cl)c2)C1)N1CCCCC1 (stereo not drawn)	?
9	COC(=O)[C@@H]1Cc2ncn(Cc3ccc(Cl)cc3)c2CN1C(=O)c1ccc(C(F)(F)F)cc1	?
10	Cc1cccc(N2CCN(C(=O)c3cnn(-c4ccc(F)cc4F)c3C3CCN(C(=O)OC(C)(C)C)CC3)CC2)c1C	-3.3%
11	Cc1cc(F)ccc1S(=O)(=O)Nc1cc2c(C(=O)O)c(C)oc2c2ccccc12	0.2%
12	CCc1nc(Nc2ccccn2)sc1C	-0.7%
13	O=C(NCc1cccs1)c1cc(-c2ccc(Cl)cc2Cl)c2nncn2n1	?
14	Cc1ccc(C2Cn3nnc(C(=O)N4CCN(C(=O)c5cc(Cl)ccc5F)CC4)c3CO2)cc1 (stereo not drawn)	-0.3%
15	COCC(=O)N1C[C@@H]2C[C@H]1C(=O)N(Cc1ccccn1)c1ccccc1O2	15.0%[86.2 µM]
16	O=C(Nc1nc2cc3c(cc2s1)OCCCO3)c1cc(Cl)ccc1F	-8.8%
17	O=C(Oc1coc(CSc2ncccn2)cc1=O)c1cccc([N+](=O)[O-])c1	3.1%
18	CCCN1CCCC2(Cc3ccccc3CN(C(=O)C3CCN(C)CC3)C2)C1 (stereo not drawn)	-4.9%[115 µM]
19	CO[C@H]1C(=O)N(C(C)C)[C@H]1C1CCN(C(=O)c2ccsc2)CC1	-2.5%
20	CCN(CC)c1ccc(C(=O)NCc2ccc3c(c2)CCN3C(=O)c2ccccc2)cc1	?

Part of the list above in another layout.
20: CCN(CC)c1ccc(C(=O)NCc2ccc3c(c2)CCN3C(=O)c2ccccc2)cc1
  KDM5B inh = ?
11: Cc1cc(F)ccc1S(=O)(=O)Nc1cc2c(C(=O)O)c(C)oc2c2ccccc12
  KDM5B inh = 0.2%

Next section
#	SMILES	KDM5B inh
21	CC(C)Cn1c(-c2ccc(F)cc2)cnc1SC1CCCCNC1=O (stereo not drawn)	10.8%
22	COc1ccc(N(C)C(=O)c2cc3c(s2)-c2c(C)cccc2OC3)c(OC)c1	?
23	Cc1cc2c(-c3ccccc3)nc(-c3c(C)noc3C)cc2[nH]1	i
24	Cc1ccc(Nc2nnc(Cc3ccccc3)c(=O)[nH]2)cc1Cl	-6.1%
25	COc1ccc(CCNc2nc(-c3ccc(OC)c(OC)c3)cs2)cc1OC	-21.7%
26	CCCn1c(=N)c(C(=O)NCc2ccccc2)cc2c(=O)n3cccc(C)c3nc21	?
27	Cc1ccc(-c2nc(CS(=O)CC(=O)NCc3ccc(F)cc3)c(C)o2)cc1 (stereo not drawn)	2.4%
28	O=C(O)C(Cc1ccccc1)N1C(=O)/C(=C/c2cccnc2)SC1=S (stereo not drawn)	-3.0%
29	Cc1cnc(NC(=O)CSc2cc(F)ccc2F)s1	2.5%
30	Cc1c(Cl)cccc1N(CC(=O)Nc1ccc2c(c1)OCO2)S(C)(=O)=O	-12.3%
31	O=C(NNC1=Nc2ccccc2SC1)c1ccccc1F	?
32	O=C(NCc1n[nH]c(=S)n1-c1cccc(C(F)(F)F)c1)c1ccc(S(=O)(=O)N2CCCCC2)cc1	-26.4%
33	CSc1nc(N)c2c(n1)NC1=C(C(=O)CC(C)(C)C1)C2c1ccncc1 (stereo not drawn)	?
34	CN(C(=O)c1nn(C)c2c1CS(=O)(=O)c1ccccc1-2)c1cccc(Cl)c1	-22.5%
35	CCN1CCN(CC(O)COc2cccc(CNCc3cnn(CC)c3)c2)CC1 (stereo not drawn)	69.4%[activator]
36	O=C(O)c1cc(-c2ccccn2)nc2c(Cl)cccc12	0.3%
37	COc1ccccc1OCC(=O)Nc1nc(-c2ccc(Br)cc2)ns1	-16.7%
38	O=C(Nc1ccc2nc(SCC(=O)N3CCOCC3)sc2c1)c1cccc(Br)c1	?
39	CC(NC(=O)Cn1c(=O)c2c(ncn2C)n(C)c1=O)c1ccc(Cl)c(Cl)c1 (stereo not drawn)	6.5%
40	COc1ccccc1N=Nc1c(C)[nH][nH]c1=O	-2.1%

Overlap with the part before: 2 entries, followed by the next part.
#	SMILES	KDM5B inh
39	CC(NC(=O)Cn1c(=O)c2c(ncn2C)n(C)c1=O)c1ccc(Cl)c(Cl)c1 (stereo not drawn)	6.5%
40	COc1ccccc1N=Nc1c(C)[nH][nH]c1=O	-2.1%
41	Cc1ccccc1SCC(=O)N/N=C/c1ccc(F)cc1	6.5%
42	CN(C)C[C@@H]1CN(C)C[C@H]1NC(=O)NCc1ccc(OC(F)(F)F)cc1	?
43	O=C(Nc1ccc2nc(N3CCCC3)sc2c1)c1ccc(F)cc1	-3.3%
44	CCCN1CCCCC12Cc1ccccc1CN(C(=O)CNC(C)=O)C2 (stereo not drawn)	-9.0%[115 µM]
45	Cc1cc(C)cc(NC(=O)CSc2nc3nccnc3c(=O)n2CCc2c[nH]c3ccccc23)c1	-20.7%
46	Cc1cccc(NC(=O)c2ccc(F)c(S(=O)(=O)N3CCC4(CC3)OCCO4)c2)c1	-13.3%
47	Cc1ccccc1OC1(C(=O)O)CCN(c2cncc(C(N)=O)n2)CC1	4.6%
48	CC(NC(=O)c1ccc2c(c1)CCN2S(=O)(=O)c1ccc(Cl)cc1)c1ccccc1 (stereo not drawn)	-8.3%
49	O=c1[nH]cccc1NS(=O)(=O)c1ccccc1F	?
50	CCNC(=O)c1coc(COc2ccc3c(c2)C(c2cccc(F)c2)N(C(=O)C(C)(C)C)CC3)n1 (stereo not drawn)	-7.1%
51	Cc1cc(NC(=O)COC(=O)c2csc(NCc3ccccc3)n2)ccc1N1CCCC1	-10.3%
52	O=C1Nc2ccccc2/C1=C/c1ccnc2ccccc12	-26.5%
53	COCCN1C(=O)CS(=O)(=O)C12CCN(C(=O)Cc1ccccc1C)CC2	1.0%
54	Cc1ccc(NC(=O)CCc2nc(-c3ccccc3F)no2)c(C)c1	2.8%
55	NCc1ccccc1-c1ccccc1F	3.8%[149 µM]
56	O=C1/C(=C/c2cccs2)CSc2ccccc21	-17.5%
57	CCc1cccc(C)c1NC(=O)c1cc(S(=O)(=O)N2CCN(c3ccccc3)CC2)ccc1F	-10.3%
58	O=C(N[C@@H]1CN(Cc2ccc(F)cc2Cl)C[C@H]1CO)C1CCC1	-3.0%
59	COc1ccc(OC)c(S(=O)(=O)Nc2cc3c(C(C)=O)c(C)oc3c3ccccc23)c1	1.0%
60	COCc1cc(CC2(NC(C)C)COC2)no1	-21.3%[115 µM]

Later entries.
#	SMILES	KDM5B inh
61	c1ccc(-c2nc(CC3CCCNC3)no2)nc1 (stereo not drawn)	-22.8%
62	CN(Cc1ccccc1)C(C(=O)NC1CCCCC1)c1ccc(Cl)cc1 (stereo not drawn)	2.8%
63	Fc1ccc(-n2nnnc2SCc2ccc(Cl)cc2)cc1Cl	-5.0%
64	O=C(NCc1ccco1)c1cc(S(=O)(=O)N2CCOCC2)ccc1Br	-6.4%
65	CCOC(=O)c1cccc(NS(=O)(=O)c2ccc(-c3coc(C)n3)cc2)c1	-18.0%
66	CC(=O)N1Cc2ccccc2OC2(CCN(C(=O)N(C)C)CC2)C1	4.3%[149 µM]
67	COc1ccccc1-c1[nH]nc2ncc(C(=O)NCC3CC3)nc12	31.6µM*
68	CC(C)(C)OC(=O)N[C@@H](Cc1ccccc1)C(=O)NCC1CCC(C(=O)N[C@@H](CC(=O)O)C(=O)O)CC1 (stereo partly drawn)	1.7%
69	COC(=O)c1cn([C@H]2CO[C@H]3[C@@H]2OC[C@H]3OC(=O)Nc2ccccc2)nn1	20.2%[86.2 µM]
70	COc1ccc(CNC(=O)[C@@H]2COCC(=O)N2Cc2ccc(OC)cc2OC)cc1	-7.9%
71	COc1ccccc1NC(CC(=O)c1ccccc1)C(=O)OCC(=O)c1ccc(C)cc1 (stereo not drawn)	-28.7%
72	COc1cccc2cc(C(C)N(CCCN3CCOCC3)C(=S)Nc3cc(C)cc(C)c3)oc12 (stereo not drawn)	16.4%
73	O=C(c1cccc(C(F)(F)F)c1)N1CCN(C/C=C/c2ccccc2)CC1	12.2%
74	O=C(CSc1oc(-c2ccco2)nc1S(=O)(=O)c1ccc(Cl)cc1)c1ccccc1	?
75	O=C(O)c1cccc(Cl)n1	-18.2%
76	O=C(Nc1cccc(Br)c1)N1CCC(n2cnnc2C2CC2)C1 (stereo not drawn)	12.2%
77	Cc1cccc(N(CC(=O)NCCSc2ccc(Cl)cc2)S(=O)(=O)c2ccccc2)c1C	-10.8%
78	Cc1c(C(C)NC(=O)c2cc(CC(C)C)nn2C)cnn1-c1ccccc1 (stereo not drawn)	-5.5%
79	Cc1c(NC(=O)/C(C#N)=C/c2c(N3CCCCC3)nc3ccccn3c2=O)c(=O)n(-c2ccccc2)n1C	-21.3%
80	CCc1ccccc1Nc1cc(C(=O)NCCCN(C)C2CCCCC2)c2ccccc2n1	-46.9%

Records listed above shown as hits in KDM5B inh.
#	SMILES	KDM5B inh
67	COc1ccccc1-c1[nH]nc2ncc(C(=O)NCC3CC3)nc12	31.6µM*

(list continues)
#	SMILES	KDM5B inh
81	Cc1ccc(C)c(N2N=C(C(=O)Nc3ccccc3N3CCOCC3)CCC2=O)c1	3.2%
82	COc1cccc(-c2noc(-c3cc4ccccc4oc3=O)n2)c1OC	?
83	Cc1nn(C)c(C)c1CNC(=O)C1CC(=O)N(c2n[nH]c3cccc(F)c23)C1 (stereo not drawn)	-18.4%
84	O=C(NCCNS(=O)(=O)c1cccc2nonc12)c1ccc2[nH]ccc2c1	-4.9%
85	CC(C)OCCCNC(=O)c1ccc(-n2c(-c3ccccc3)cc3c2CCCC3)cc1	?
86	CCOc1cc(C(=O)NC2CCN(c3cc(-c4ccc(OC)cc4)[nH]n3)C2)cc(OCC)c1OCC (stereo not drawn)	-13.8%
87	CCOc1ccc(NC(=O)c2cc(=O)c3ccccc3o2)cc1OC	-12.4%
88	COCC(=O)N/N=C\c1ccc(OC/C=C/c2ccccc2)c(OC)c1	?
89	CC1CCN(C(=O)c2cnn(-c3cccc(Cl)c3)c2C2CCN(C(=O)OC(C)(C)C)CC2)CC1	?
90	CCN(CC)C(=O)CN1CCC(=O)N(Cc2ccc(F)cc2)C(C(C)C)C1 (stereo not drawn)	-20.9%
91	CC(C)c1nc2c(c(-c3ccc(O)cc3)n1)CN(Cc1cccc(C(F)(F)F)c1)CC2	?
92	O=C(NCc1ccc(F)cc1)C1CCN(S(=O)(=O)c2ccc3c(c2)CCCN3C(=O)C2CCC2)CC1	7.2%
93	CCN(CC1CCCN(CCc2cccc(F)c2)C1)C(=O)CCc1ccccn1 (stereo not drawn)	-17.6%
94	CC(=O)Nc1sc(NC(=O)c2ccc([N+](=O)[O-])cc2)nc1-c1cccs1	33.2%
95	Cn1c(=O)[nH]c(=O)c2c1nc(NC1CCCCC1)n2CC(=O)c1ccccc1	-3.2%
96	CC(C)Cc1nc(C#N)c(NCC(c2cccs2)N2CCOCC2)o1 (stereo not drawn)	1.8%
97	CCN1CC2(CCC1=O)CCN(C(=O)c1ccc(OC)c(Cl)c1)CC2	48.3%[activator]
98	CN(CC(=O)Nc1ccccc1C(F)(F)F)C(=O)Cc1ccc2c(c1)CCCC2	-12.4%
99	COc1ccc(-n2nc(C3CCN(Cc4ccccn4)CC3)[nH]c2=O)cc1	?
100	Cc1cc(C(=O)OCc2ccccc2C#N)c(C)o1	-23.9%

The list continues.
#	SMILES	KDM5B inh
101	CCn1c(CCCNC(=O)c2ccco2)nc2ccccc21	20.8%
102	CCONC(=O)c1ccc(NC(=O)c2cccs2)cc1	18.2%
103	Clc1ccc(Cl)c(-c2nn3c(CN4CCOCC4)nnc3s2)c1	-22.7%
104	C/C(Cl)=C\Cn1c(N2CCCC2)nc2c1c(=O)n(C)c(=O)n2C	17.0%
105	COc1ccc(S(=O)(=O)NCc2cccn2Cc2cccc(C)c2)cc1OC	-28.3%
106	Cc1ccc(Cn2nccc2NC(=O)C2CCN(S(=O)(=O)c3ccc(C)c(C)c3)CC2)cc1	-21.8%
107	O=C(NNc1ccc(F)cc1F)C1CCC1	11.3%
108	O=[S+]1([O-])NCC2(CCN(Cc3ccc(C(F)(F)F)cc3)C2)Nc2ccccc21 (stereo not drawn)	-18.8%
109	C=CCOc1ccc(Br)cc1/C=C(/C#N)C(=O)Nc1ccccc1C(F)(F)F	?
110	CC(=O)c1ccc(N2C(=O)N(CC(=O)c3ccc(F)cc3)c3ccccc3S2(=O)=O)cc1	-18.1%
111	CCC(C(=O)Nc1ccc(C)c(OCc2cc(=O)n3ccc(C)cc3n2)c1)c1ccccc1 (stereo not drawn)	-17.1%
112	CC(C)C1=NOC2(CCN(S(C)(=O)=O)CC2)C1	-11.5%[149 µM]
113	N#C/C(=C/c1ccc(/C=C(\C#N)C(N)=O)cc1)C(N)=O	?
114	CCc1ccccc1NC(=O)c1cc(C)no1	-9.5%
115	O=C(c1ccc2c(c1)CCCC2)N1CCN(c2nc3c(F)cccc3s2)CC1	-3.3%
116	O=C(NCC(F)(F)F)c1ccc2c(c1)C1(CCN(CC3CC3)C1)CN2Cc1ccccc1 (stereo not drawn)	20µM*
117	O=C(NNC(=O)c1ccc2c(c1)CCCC2)c1cccnc1	9.8%

From PubChem BioAssay
